Source: PubChem BioAssay
PLAP act: human PLAP activation; AID 696; activation fold at 20 µM; P05187; purified PLAP enzyme, luminescent substrate read-out; active compounds read high; 96,000 tested, 1.2% active; in the data active means activation fold above about 2
S1P2 ag: S1P2 (human) receptor agonism; O95136; S1P2-expressing cell line, agonist reporter read-out; activation, % at 4.5 µM; 97,000 tested, 0.46% active; AID 729; in the data active means activation above about 16%;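 further: 0% = vehicle low control and 100% = maximal reference agonist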
Target sequence (O95136 whole entry, looked up): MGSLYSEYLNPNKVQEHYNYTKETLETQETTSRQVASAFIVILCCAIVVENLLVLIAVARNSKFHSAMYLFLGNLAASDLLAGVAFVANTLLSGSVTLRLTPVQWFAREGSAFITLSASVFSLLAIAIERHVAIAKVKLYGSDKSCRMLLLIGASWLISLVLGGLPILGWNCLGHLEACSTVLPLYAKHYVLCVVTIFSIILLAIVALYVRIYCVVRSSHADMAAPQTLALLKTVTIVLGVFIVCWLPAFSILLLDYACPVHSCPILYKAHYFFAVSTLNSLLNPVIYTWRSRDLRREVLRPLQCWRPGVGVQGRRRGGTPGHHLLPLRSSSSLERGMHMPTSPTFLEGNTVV
sEH act: activators of human soluble epoxide hydrolase; P34913; activation, % at 2 µM; 91,000 tested, 0.04% active; purified human sEH enzymatic activity, activator screen; in the data active means activation above about 37%; further: values of inactives mirror those of a sister screen read the other way
Target sequence (P34913 whole entry, looked up): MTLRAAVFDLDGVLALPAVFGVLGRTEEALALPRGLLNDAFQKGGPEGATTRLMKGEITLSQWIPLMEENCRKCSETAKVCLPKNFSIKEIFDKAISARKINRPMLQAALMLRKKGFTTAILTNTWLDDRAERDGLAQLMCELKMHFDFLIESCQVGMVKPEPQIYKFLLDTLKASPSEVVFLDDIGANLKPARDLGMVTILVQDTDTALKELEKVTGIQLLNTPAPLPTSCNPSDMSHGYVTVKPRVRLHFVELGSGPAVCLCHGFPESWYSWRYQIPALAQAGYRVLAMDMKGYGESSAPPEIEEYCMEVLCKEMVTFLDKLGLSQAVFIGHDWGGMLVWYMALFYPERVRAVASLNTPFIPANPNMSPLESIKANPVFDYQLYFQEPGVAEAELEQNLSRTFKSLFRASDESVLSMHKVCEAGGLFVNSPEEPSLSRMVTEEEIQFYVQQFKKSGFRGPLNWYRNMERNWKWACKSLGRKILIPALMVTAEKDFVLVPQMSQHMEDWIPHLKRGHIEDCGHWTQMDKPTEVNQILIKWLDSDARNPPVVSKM
Ecoli WT expand: growth inhibitors of E. coli BW25113 wild type | OD600 absorbance | growth inhibition, % at 100 µM | 98,000 tested, 0.15% active;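 active means growth inhibition above about 50% at one test dose, limit read from the data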;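 further: growth measured after 20 h incubation at 37 °C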
S1P2 antag: S1P2 (human) receptor antagonism; AID 736; cell-based S1P2 antagonist assay, inhibition at 5 uM; O95136; 97,000 tested, 0.21% active; inhibition, % at 5 µM; in the data active means inhibition above about 45%;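 further: CRE beta-lactamase reporter cells expressing human S1P2 stimulated with S1P; 0% = agonist at EC80 alone and 100% = agonist plus reference antagonist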
PostGolgi ctrl: growth of the yeast control strain, post-Golgi counter-screen; efflux-deficient yeast background strain, growth absorbance A615, 16 h; inhibition, % at 10 µM; 98,000 tested, 5% active
sEH inhibitor: soluble epoxide hydrolase (human) inhibition | P34913 | recombinant human sEH enzymatic activity assay | inhibition, % at 2 µM | 91,000 tested, 0.34% active; in the data active means inhibition above about 80%; further: values of inactives mirror those of a sister screen read the other way; many of its hits are not listed in these tables
CD11b adhes inh: inhibitors of human CD11b/CD18 binding to fibrinogen | inhibition, % at 10 µM | P05107+P11215 | K562 CD11b/CD18 adhesion to fibrinogen, ATPlite luminescence; Mn2+ added to activate the integrin | 93,000 tested, 0.54% active;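 active means primary inhibition of 50% or more at 10 µM, then 40% or more on retest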; further: some results filed as inactive read as strong as hits
PostGolgi yeast: growth inhibition of a yeast mutant, post-Golgi transport screen; post-Golgi transport phenotypic cell assay; inhibition, % at 10 µM; 98,000 tested, 0.9% active; AID 739;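 further: yeast cells grown in 1536-well plates; yeast grown about 18 h at 30C before absorbance read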
* = called active by the depositor; / = no result given. Unless noted, no stated cut-off is given here; in the data, active means inhibition above about 30%; inactive means the rest. No enrichment for hits, and some 7.1% of all compounds hit somewhere here.

SMILES	PLAP act	S1P2 ag	sEH act	Ecoli WT expand	S1P2 antag	PostGolgi ctrl	sEH inhibitor	CD11b adhes inh	PostGolgi yeast
COc1ccc(Br)cc1S(=O)(=O)N1CCCC1	/	1	3	/	-20	/	3	/	/
Cc1cc(C(=O)CSc2n[nH]c(N)n2)c(C)n1-c1cccc(F)c1	/	-3	6	10	14	27	-7	-4	0
CN1CCN(C(=O)C23CC4CC(CC(C4)C2)C3)CC1	1	-1	-8	5	9	8	8	-3	12
N#CC(c1ccc(O)cc1)N1CCCCC1 (stereo not drawn)	0.9	-4	7	5	-1	6	-6	-16	4
CCOC(=O)c1[nH]c(C)c(C(=O)NCC2CCCO2)c1C (stereo not drawn)	1.2	-7	12	1	5	-3	-16	27	-4
CCN(CC)CCCNS(=O)(=O)c1ccc(OC)cc1	0.8	-5	11	10	-1	-4	-10	-2	0
COc1ccc(S(=O)(=O)N(C)CC(=O)O)c2ccccc12	1.1	-2	-1	1	-9	5	4	7	6
O=C(CN1C(=O)C2C3C=CC(C3)C2C1=O)Nc1ccc(C(=O)O)cc1 (stereo not drawn)	1	-5	-6	-4	-13	25	3	/	-2
O=S(=O)(c1ccc(Cl)cc1)N1CCN(c2ccc(N3CCOCC3)nn2)CC1	1.1	/	/	-17	/	2	/	-20	1
CCOc1ccc(CN2CCNC(=O)C2CC(=O)OC)cc1 (stereo not drawn)	1.1	-5	13	7	5	0	-14	12	8
CCSc1nnc(-c2sc3nnc(-c4ccccc4)c(-c4ccccc4)c3c2N)o1	1.1	-10	-2	-18	11	14	7	/	-4
O=C(OCc1c(Cl)cccc1Cl)c1ccccn1	0.9	-4	-9	4	7	10	9	-18	-2
N#Cc1cc2c(nc1SCC(=O)NCc1ccc3c(c1)OCO3)CCCCC2	0.5	-11	-10	-1	16	15	9	-6	2
CCOc1ccc(Cc2nnc(N)s2)cc1OCC	0.9	-4	-2	6	-27	4	1	/	5
COc1cc(N)cc(NC(=O)c2ccncc2)c1	1	-6	/	1	4	-5	/	-10	13
CC1(C)CC(=O)C(C=Nc2ccncc2)=C(O)C1	/	-2	-2	/	28	/	1	/	/
O=C1CCCC2=C1C(c1ccsc1)CC(=O)N2c1ccccc1 (stereo not drawn)	0.9	-12	0	6	-26	-9	3	-51	-8
COc1ccc(N2C(=O)C3CCCN3C2c2ccc(C)cc2)cc1Cl (stereo not drawn)	1.3	-5	/	1	13	10	/	/	5
CC(=O)Nc1cc2c(cc1NC(=O)Cn1nc(-c3ccc4c(c3)OCCO4)ccc1=O)OCCO2	1.3	-1	16	-4	23	18	-15	2	5
O=C(c1ccccc1)[C@H]1CC=CC[C@H]1C(=O)O	1.1	-8	1	0	-6	2	-2	-40	-7
FC(F)(F)c1cnc(N2CCC(=NOCc3ccc(Cl)cc3)CC2)c(Cl)c1	1	1	-4	9	11	0	5	-2	16
CCOc1cc(-c2cn(S(=O)(=O)c3cccc4nsnc34)nc2N)cc(OCC)c1OCC	1.1	-3	-2	-7	6	4	4	5	8
O=c1c2ccccc2ncn1-c1cccc(Cl)c1	/	-1	11	/	-18	/	-8	/	/
COc1ccc(Cl)cc1Nc1nc(C)cc(C)c1C(N)=O	/	-3	10	/	10	/	-6	/	/
COCc1nc(-c2cc(Br)ccc2OC)no1	1	-4	-6	-1	-9	15	6	-3	-2
Next section
SMILES	PLAP act	S1P2 ag	sEH act	Ecoli WT expand	S1P2 antag	PostGolgi ctrl	sEH inhibitor	CD11b adhes inh	PostGolgi yeast
COCCCNCC(=O)Nc1sc(C)c(C)c1C(=O)OC	2.2*	1	-1	-14	-12	6	2	-14	21
O=C(CCCCCN1C(=O)CCC1=O)Nc1ccc2c(c1)OCO2	0.9	-2	-13	-5	1	11	15	-20	10
O=C(/C=C/Nc1ccc(F)c(Cl)c1)c1ccco1	1.2	-5	-4	7	-7	5	3	-1	-2
CCOC(=O)c1[nH]c(C)c(C(=O)NCCCOC(C)C)c1C	1.1	/	/	1	/	3	/	11	-10
COc1ccc(/C=N/NC(=O)c2[nH]ncc2Br)c(OC)c1	1.6	-11	-8	1	-9	-2	8	-2	7
O=C(O)CCCNc1ccc(S(=O)(=O)Nc2ccccc2C(=O)O)cc1C(=O)O	1	-3	/	7	12	4	/	5	3
Cc1ccc(SCCC(=O)NCC2CCCO2)cc1 (stereo not drawn)	0.9	-3	-2	3	-12	-1	0	-26	0
Cc1ccc(NC(=O)CN2CCC(C(=O)c3ccc4c(c3)OCCO4)CC2)cc1	1.7	-4	-18	-8	12	1	19	15	-3
CCCCc1ccc(NC(=O)CSC2=C(C#N)C(c3ccco3)C3=C(CCCC3=O)N2)cc1 (stereo not drawn)	1	/	/	-15	/	-1	/	55	6
CCC(C)(C)n1nnnc1C(C(C)C)N1CCSCC1 (stereo not drawn)	0.9	0	3	-6	-12	7	-5	-1	4
O=C(O)c1nc(N2CCCCC2)ncc1Cl	1.2	0	14	3	-13	1	-16	-1	19
CCN1CCN(C(=S)NCCc2ccccc2)CC1	0.9	-6	0	3	15	4	3	/	-2
Cc1ccc(-c2nnc(SCC(C)C)n2C)cc1	1.1	-5	-3	9	16	13	6	3	5
CC(=O)c1cccc(NC(=O)N2CCCC2C(=O)Nc2cc(C)ccc2C)c1 (stereo not drawn)	1	-8	-8	-3	-2	5	7	/	-3
O=C(c1ccccc1)c1ccc2nc[nH]c2c1	2*	-3	7	15	22	-1	-6	-1	-22
O=C(NCC(c1cccnc1)N1CCN(c2ccccc2)CC1)C1CCCCC1 (stereo not drawn)	1.1	0	-6	5	-24	7	9	-37	46*
COc1cc(/C=N/NC(=O)c2cc(C34CC5CC(CC(C5)C3)C4)[nH]n2)ccc1O	1.7	-4	-1	0	-1	19	4	-2	-4
COc1cccc(NC(=O)CN2CCN(S(=O)(=O)c3ccc(C(C)C)cc3)CC2)c1	1.3	-8	5	-26	16	18	-2	11	-10
O=C(CSc1nnc(Cn2c(=O)sc3ccccc32)n1-c1ccccc1)NCC1CCCO1 (stereo not drawn)	1.5	/	/	1	/	-2	/	12	-3
Cc1cccc2nc(C(F)(F)F)nc(=O)n12	1.2	-1	3	2	15	6	-3	8	5
CN(c1ccc(C(=O)NCc2ccc3c(c2)OCO3)cc1)S(C)(=O)=O	0.9	-2	-23	-2	-4	3	21	21	-14
Cc1cc(C)cc(NC(=O)c2snc3c(=O)[nH]cnc23)c1	1	-3	16	-3	-19	7	-16	-34	-6
Cc1cc2c(c(=O)n1CCN(C)C)C(c1ccc(Cl)cc1)C(C#N)=C(N)O2 (stereo not drawn)	1.1	-3	9	-5	6	0	-7	1	-4
N#CC1=C(N)N(c2ccccc2)C(c2cccc([N+](=O)[O-])c2)C1(C#N)C#N (stereo not drawn)	0.8	-3	-3	0	-17	1	2	10	6
Cc1ccc(NCc2nnc(SC(C)C(=O)N/N=C/c3ccc(C)o3)n2-c2ccccc2)cc1 (stereo not drawn)	1.1	-1	-1	8	11	5	0	/	4

An excerpt from above in order of formula weight, smallest number first.
SMILES	PLAP act	S1P2 ag	sEH act	Ecoli WT expand	S1P2 antag	PostGolgi ctrl	sEH inhibitor	CD11b adhes inh	PostGolgi yeast
O=C(O)c1nc(N2CCCCC2)ncc1Cl	1.2	0	14	3	-13	1	-16	-1	19
Cc1ccc(SCCC(=O)NCC2CCCO2)cc1 (stereo not drawn)	0.9	-3	-2	3	-12	-1	0	-26	0
Cc1cc(C)cc(NC(=O)c2snc3c(=O)[nH]cnc23)c1	1	-3	16	-3	-19	7	-16	-34	-6
COc1ccc(/C=N/NC(=O)c2[nH]ncc2Br)c(OC)c1	1.6	-11	-8	1	-9	-2	8	-2	7
CC(=O)c1cccc(NC(=O)N2CCCC2C(=O)Nc2cc(C)ccc2C)c1 (stereo not drawn)	1	-8	-8	-3	-2	5	7	/	-3
O=C(NCC(c1cccnc1)N1CCN(c2ccccc2)CC1)C1CCCCC1 (stereo not drawn)	1.1	0	-6	5	-24	7	9	-37	46*
COc1cccc(NC(=O)CN2CCN(S(=O)(=O)c3ccc(C(C)C)cc3)CC2)c1	1.3	-8	5	-26	16	18	-2	11	-10

(next part)
SMILES	PLAP act	S1P2 ag	sEH act	Ecoli WT expand	S1P2 antag	PostGolgi ctrl	sEH inhibitor	CD11b adhes inh	PostGolgi yeast
CCOC(=O)COc1ccc2c(c1)C(=O)CC(C)(C)O2	0.9	-2	-7	1	-3	13	8	-5	3
CCOC(=O)c1sc2nc3n(c(=O)c2c1C)CCC(C)CC3 (stereo not drawn)	1.1	-5	-4	5	6	22	5	-22	3
COc1ccc(Cn2c(=O)sc3ccccc32)cc1OC	1	-2	/	8	7	2	/	76*	-9
Cc1cc(C)n(Cc2cccc(F)c2)c(=O)c1C#N	1	-7	7	8	15	0	-8	-15	4
COc1cccc(-c2csc(N3CCN(CC(=O)NNC(=O)c4ccc(Cl)cc4)CC3)n2)c1	1	-4	5	-9	23	7	-2	/	6
COCCCNC(=O)c1c(N)n(/N=C/c2cccs2)c2nc3ccccc3nc12	1.1	/	/	-5	/	16	/	-12	-5
CCOc1cc(/C=N/NC(=O)COc2cccc(C)c2)ccc1OC(=O)c1cccs1	1.3	-8	-2	-11	-10	11	4	/	2
CC(=O)c1ccc(NC(=S)N2C(C)CCCC2C)cc1 (stereo not drawn)	1.1	-6	6	17	-3	-5	-8	17	0
CN(C)C(=O)c1cn(N(C)c2ncc(C(F)(F)F)cc2Cl)c(=O)c2ccccc12	1.4	-6	-10	7	9	0	12	/	2
COc1ccc(-c2cc(C3CCN(c4ncccc4[N+](=O)[O-])CC3)[nH]n2)cc1	1.4	-4	15	-10	-31	20	-17	20	-2
COCCCNC(=O)c1cn(CC(C)C)c(=O)c2c1c1ccccc1n2C	1.5	-5	-2	-1	-5	19	0	-15	-2
O=C(Cc1cccs1)Nc1nnc(-c2ccncc2)s1	0.9	/	/	-1	/	2	/	-1	-16
CCC(C)C(NC(=O)OCc1ccccc1)C(=O)OCN1C(=O)c2ccccc2C1=O (stereo not drawn)	1.1	-4	-7	-2	13	1	9	/	24
CCCN1CCN(C(=O)Cn2ncc3ccccc32)CC1	1.1	/	/	2	/	-3	/	-3	6
O=C(c1ccco1)c1n[nH]nc1-c1ccccc1	1	1	1	-8	-17	13	-3	8	-3
CCCN(CCC)S(=O)(=O)c1ccc(NC(=O)c2cc(C(=O)OC)cc([N+](=O)[O-])c2)cc1	1	-4	-25	-5	-12	0	24	-3	-7
O=C(Nc1ccccc1C(=O)N1CCCC1)c1cccc(S(=O)(=O)N2CCCCCC2)c1	1.6	/	/	3	/	21	/	-19	14
Cn1cnnc1SCc1ccc(C(=O)O)cc1	0.9	-5	-21	5	-6	0	21	-11	3
CCOc1cccc(C(=O)N(Cc2ccc(F)cc2)C2CCS(=O)(=O)C2)c1 (stereo not drawn)	1.5	-4	-4	0	6	1	5	/	-2
O=C1NC(c2ccc3c(c2)OCO3)Nc2ccccc21 (stereo not drawn)	0.8	-2	4	31	12	7	-7	1	7
N=c1ncn(CC(O)CN2CCOCC2)c2nc(N3CCOCC3)[nH]c12 (stereo not drawn)	1.1	-4	-1	0	2	2	3	-14	1
CC1CN(Cc2ccccc2Cl)CC(C)O1 (stereo not drawn)	0.9	0	-3	3	-15	-1	4	-4	17
COc1ccc(C2C(C#N)=C(N)Oc3n[nH]c(C)c32)cc1Cn1nnc2ccccc21 (stereo not drawn)	2*	-8	-11	9	12	-3	11	-10	8
CC(C)(C)c1ccc(CN(Cc2ccco2)Cc2nnnn2C2CCCC2)cc1	1.4	-7	/	-7	1	11	/	/	6
Cc1ccc(CCNC(=O)C2CCN(C(=O)N(C)C)CC2)cc1	1	-6	2	4	-21	1	-1	-23	-14
Other records follow.
SMILES	PLAP act	S1P2 ag	sEH act	Ecoli WT expand	S1P2 antag	PostGolgi ctrl	sEH inhibitor	CD11b adhes inh	PostGolgi yeast
CC1Cn2c(CCc3ccccc3)nnc2S1 (stereo not drawn)	1	-4	-3	5	16	-6	2	-2	6
CC(C)C(=O)N1CCN(c2ccccc2NC(=O)c2cccc(Cl)c2)CC1	1.4	-1	-8	-3	1	23	9	/	4
CCC(C)NC(=O)CN(c1ccc(OC)cc1)S(=O)(=O)c1ccc(NC(C)=O)cc1 (stereo not drawn)	1.2	/	/	-4	/	29	/	-7	7
COc1cccc(C(=O)N2CCN=C2SCc2cccnc2)c1OC	1.4	-5	25	4	2	3	-27	-8	-2
CCC(=O)Nc1ccc(C(=O)c2ccccc2)cc1	1	-6	-14	13	12	2	13	6	4
COCCCN1C(=O)C(=O)/C(=C(/O)c2ccc(OCC(C)C)cc2C)C1c1cccnc1 (stereo not drawn)	1.3	-7	9	2	21	17	-10	-6	-4
